Screening results: PubChem, several laboratories
HDAC3 inh = human HDAC3 inhibition. 320,000 compounds, 0.15% hits. inhibition, % at 8.3 µM. O15379. recombinant HDAC3, fluorogenic peptide/trypsin coupled, fluorescence; in the data active = inhibition above about 26%, passing the limit was not always enough; inconclusive = no clear call, values can overlap the other calls
KCNK9 block = blocks the human KCNK9 two-pore domain potassium channel. B-score at 10 µM. HEK293 KCNK9, FluxOR thallium flux fluorescence; stronger effect = lower value. 310,000 compounds, 1.2% hits;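 active = ratio B-score over 3 SD below the library mean, with starting fluorescence within 5 SD of its mean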;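 also: negative B-score means less thallium flux so channel inhibition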
hERG rescue = shields human hERG channel from block by proarrhythmic agents. 310,000 compounds, 0.51% hits. CHO-hERG, FluxOR thallium flux, dofetilide IC70 present. Q12809. activation (rescue from dofetilide block), less the hit threshold, % at 10 µM;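 active = activation above the mean of controls blocked by dofetilide plus 5 SD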;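 also: thallium influx through hERG after potassium depolarization seen as dye fluorescence rise; in these data hits start at about 4.7%; inactives centre near -7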
TRPC4 act = TRPC4 (mouse) channel activation | Q9QUQ5 | HEK293 TRPC4beta/mu-opioid, Fluo4 calcium fluorescence; stronger effect = higher value | 310,000 compounds, 0.49% hits | B-score at 10 µM | AID 2237;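 active = B-score above 5 SD of library B-scores, and initial fluorescence ratio not above library mean plus 5 SD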;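 also: positive B-score marks a calcium rise read as TRPC4 activation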
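System: HEK293 cells stably co-expressing mouse TRPC4beta and mu-opioid receptor; Schedule: Fluo4 dye loading 45 min at room temperature, 110 s recording; Detection: Fluo4 fluorescence, kinetic; Evaluation: B-scored integrated calcium fluorescence ratio; Controls: buffer (low) and maximal DAMGO (high).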
TMEM16A inh = inhibitors of mouse TMEM16A calcium-activated chloride channel; Q8BHY3; HEK293 TMEM16A/YFP iodide influx fluorescence, ionomycin; normalized B-score (activity score, 25-100; higher = stronger inhibition) at 10 µM; 310,000 compounds, 1.2% hits; AID 588511;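 active = ratio plate-corrected score three or more library SD toward inhibition, starting fluorescence score within five deviations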;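 also: score derived from kinetic fluorescence span divided by baseline fluorescence per well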
Target sequence (Q8BHY3 whole entry, looked up): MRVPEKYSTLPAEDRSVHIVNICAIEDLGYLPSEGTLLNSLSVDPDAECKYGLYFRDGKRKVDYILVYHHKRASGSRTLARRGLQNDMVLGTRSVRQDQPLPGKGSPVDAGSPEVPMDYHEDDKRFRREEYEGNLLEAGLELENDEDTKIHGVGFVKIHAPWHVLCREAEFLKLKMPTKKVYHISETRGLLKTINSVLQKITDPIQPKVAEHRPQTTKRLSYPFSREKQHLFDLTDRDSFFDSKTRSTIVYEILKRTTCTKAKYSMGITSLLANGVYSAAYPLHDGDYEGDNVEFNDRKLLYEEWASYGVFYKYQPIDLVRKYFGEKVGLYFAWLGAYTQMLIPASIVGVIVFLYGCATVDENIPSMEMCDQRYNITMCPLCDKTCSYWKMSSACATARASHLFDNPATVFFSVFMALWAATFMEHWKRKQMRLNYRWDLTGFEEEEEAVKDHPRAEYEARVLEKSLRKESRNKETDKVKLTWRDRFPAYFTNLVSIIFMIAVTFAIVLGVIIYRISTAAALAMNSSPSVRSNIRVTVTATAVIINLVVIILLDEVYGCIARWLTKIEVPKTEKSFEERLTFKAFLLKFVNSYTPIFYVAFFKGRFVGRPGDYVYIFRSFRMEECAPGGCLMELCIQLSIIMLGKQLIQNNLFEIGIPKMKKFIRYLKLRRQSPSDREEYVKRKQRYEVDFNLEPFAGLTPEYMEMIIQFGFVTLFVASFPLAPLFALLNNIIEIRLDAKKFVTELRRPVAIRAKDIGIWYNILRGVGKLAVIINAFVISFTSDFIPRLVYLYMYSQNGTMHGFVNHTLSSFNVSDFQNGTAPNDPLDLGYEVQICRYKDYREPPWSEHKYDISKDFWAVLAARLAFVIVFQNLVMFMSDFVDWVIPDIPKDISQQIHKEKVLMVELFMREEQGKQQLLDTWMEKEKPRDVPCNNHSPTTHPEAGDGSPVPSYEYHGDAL
KCNQ1 pot = potentiates or activates the human KCNQ1 potassium channel; P51787; CHO-K1 KCNQ1, thallium flux FluxOR fluorescence; stronger effect = higher value; B-score at 10 µM; 310,000 compounds, 0.35% hits; AID 2648;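 active = fluorescence ratio B-score, a plate-corrected score, at least three library SD, with initial intensity B-score within 5 SD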
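assay system = CHO-K1 cells stably expressing KCNQ1 | medium = assay buffer, equal DMSO in all wells | timing = 37 °C overnight plating, 90-min dark dye load, 20-min compound pretreatment | measured by = kinetic FluxOR thallium fluorescence, 10-s 1-Hz baseline, 110-s post-stimulus read | measure = fluorescence change relative to baseline, converted to B score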
TRPC4 PAM = TRPC4 (mouse) allosteric potentiation; Q9QUQ5; HEK293 TRPC4beta/mu-opioid, DAMGO EC20, Fluo-4 Ca2+ flux; stronger effect = higher value; B-score at 10 µM; 310,000 compounds, 0.42% hits; AID 2227;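 active = B-score of calcium response area above 5 SD of library B-scores, with initial fluorescence ratio within 5 SD of library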;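 also: B-score of integrated fluorescence ratio over time as area under calcium response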
ANO1 activ = activators or potentiators of mouse TMEM16A chloride channel. HEK293 TMEM16A/YFP-H148Q/I152L, iodide quench fluorescence; stronger effect = lower value. Q8BHY3. AID 623877. 340,000 compounds, 0.3% hits. B-score at 10 µM;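 active = fluorescence-ratio B-score plate-corrected deviation score at least 3 library SD below zero, with starting fluorescence score within 5 deviations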;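 also: channel opened by trigger with iodide after compound preincubation; score built on the fluorescence ratio of max minus min over baseline; more negative score means more quench and so TMEM16A activation or potentiation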
Dyrk1A ADPGlo = inhibitors of rat Dyrk1A kinase | Q63470 | ADP-Glo luminescence, NFATc1 peptide | inhibition, % at 12.5 µM | 310,000 compounds, 0.43% hits | AID 504441; in the data active = inhibition above about 50%;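 also: plate controls were vehicle with enzyme for no effect and no enzyme for full effect; many of its hits are not listed in these tables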
KCNK3 block = human KCNK3 channel inhibition, primary screen; O14649; CHO-KCNK3 thallium flux, FluxOR fluorescence; stronger effect = lower value; B-score at 10 µM; 340,000 compounds, 0.84% hits;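 active = B-score under library mean minus 4 SD, starting fluorescence ratio at most library mean plus 5 SD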;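 also: more negative B-score means stronger inhibition of thallium flux through KCNK3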
KCNQ1 block = human KCNQ1 channel inhibition. B-score at 10 µM. CHO-K1 KCNQ1, FluxOR thallium flux fluorescence; stronger effect = higher value. 310,000 compounds, 1.3% hits. P51787;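 active = compounds whose thallium flux B-score, printed positive for inhibition, exceeds three library SD while starting fluorescence stays within three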;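 also: channel opened by potassium depolarization with thallium stimulus after 20 min compound exposure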
An asterisk follows results filed as active; i = inactive; ? = inconclusive; nt = no result given.

SMILES,HDAC3 inh,KCNK9 block,hERG rescue,TRPC4 act,TMEM16A inh,KCNQ1 pot,TRPC4 PAM,ANO1 activ,Dyrk1A ADPGlo,KCNK3 block,KCNQ1 block
COc1cc(-c2[nH]ncc2CN2CCc3sccc3C2)cc(OC)c1OC,-4,i,-4,i,i,i,i,i,5,i,i
CCN(CC)CCN(C(=O)c1ccc2c(c1)OCCO2)c1nc2ccc(C)cc2s1,17,i,-15,i,i,i,i,i,5,i,i
Cc1ncoc1C(=O)Nc1nccs1,-7,i,-8,i,i,i,i,i,-1,i,i
CCOc1ccc(S(=O)(=O)Nc2cccc(-c3ccc(N4CCCCCC4)nn3)c2)cc1,3,i,-5,i,i,i,i,i,-2,i,i
CCNC(=S)N/N=C/c1ccc(C(=O)O)cc1,6,i,-8,i,i,i,i,i,-2,i,i
O=C(N/N=C/c1ccc([N+](=O)[O-])o1)c1ccccc1-n1cccc1,5,i,-4,i,i,i,i,i,3,i,i
CN(C)S(=O)(=O)c1ccc(S(=O)(=O)NCCN2CCOCC2)cc1,1,i,-14,i,i,i,i,i,6,i,i
O=C(NCCc1ccccc1)c1cc(S(=O)(=O)N2CCOCC2)ccc1F,3,i,-10,i,i,i,i,i,-2,i,i
Cc1cc(C)cc(C(=O)n2cnnc2N)c1,?,i,-8,i,i,i,i,i,-6,i,i
CCOc1ccc(Nc2nc3ccccc3n3nnnc23)cc1,0,i,-13,i,i,i,i,i,2,i,i
COc1cccc(-c2nc(CS(=O)CC(=O)NC3CC3)c(C)o2)c1 (stereo not drawn),-3,i,-9,i,i,i,i,i,8,i,i
COc1ccccc1NC(=O)CSc1nnc(-c2ccoc2C)n1CC1CCCO1 (stereo not drawn),0,i,1,i,i,i,i,i,1,i,i
O=C(CNC(=O)c1ccc(Br)o1)NCc1ccccc1Cl,-11,i,-8,i,i,i,i,i,2,i,i
CCOc1ccc(C/C(O)=C2\C(=O)CC(C)(C)CC2=NCC(=O)O)cc1OCC,-3,i,-5,i,i,i,i,i,2,i,i
COc1ccc(-c2cc(=O)c3cc(C)ccc3[nH]2)cc1,-2,i,-13,i,i,i,i,i,1,i,i
O=C(CNCc1ccccc1Cl)Nc1ccc(C(=O)N2CCCCC2)cc1,1,i,-6,i,i,i,i,i,0,i,i
Cc1ccc(NC(=O)NNC(=O)c2cc3ccccc3cc2O)cc1C,-4,i,-3,i,i,i,i,i,3,i,i
Cc1cc(SCC(=O)N/N=C/c2ccco2)nc2ccccc12,7,i,-12,i,i,i,i,i,-2,i,i
COC(=O)C1=C(CSCc2ccco2)NC(=O)NC1c1cc(C)ccc1C (stereo not drawn),2,i,-11,i,i,i,i,i,4,i,i
O=C1NC2CCc3nc4ccccc4c(=O)n3C2=Nc2ccccc21 (stereo not drawn),0,i,-3,i,i,i,i,i,6,i,i
CCC(=O)Nc1nc2ccccc2n1Cc1ccccc1C,1,i,-5,i,i,i,i,i,2,i,i
Cc1ccc(C2CC(c3ccco3)n3ncnc3N2)cc1 (stereo not drawn),-3,i,-3,i,i,i,i,i,3,i,i
O=C(N/N=C/c1ccc(OC(=O)c2ccco2)cc1)c1ccc[n+]([O-])c1,13,i,-7,i,i,i,i,i,9,i,i
CS/C(=N\S(=O)(=O)c1cccs1)Nc1ccc(Br)cc1F,-2,i,-13,i,i,i,i,i,16,i,i
O=C(COC(=O)Cc1ccc(Cl)c(Cl)c1)NCc1ccco1,nt,i,-17,i,i,i,i,i,-6,i,i
CCN(CCO)c1ccc(-n2c(N)c(C(=O)OC)c3nc4ccccc4nc32)cc1,2,i,-16,i,i,i,i,i,17,i,i
COc1ccc(Cl)cc1NC(=O)c1[nH]nc(OC)c1[N+](=O)[O-],-5,i,-12,i,i,i,i,i,4,i,i
Cc1cccc(-n2c(C)cc(/C=N/NC(N)=S)c2C)c1,4,i,-4,i,i,8*,i,i,2,i,i
O=C(NCCS(=O)(=O)N1CCN(c2ccc(F)cc2)CC1)c1ccc2c(c1)OCO2,0,i,-8,i,i,i,i,i,-3,i,i
O=S(=O)(c1ccccc1)c1nc(-c2ccco2)oc1NCCCN1CCOCC1,7,i,-13,i,i,i,i,i,-1,i,i
Cc1ccc(-c2cc(C(F)F)n3ncc(C(=O)N4CCN(c5ccccn5)CC4)c3n2)cc1,5,i,-15,i,i,i,i,i,7,i,i
COc1ccc(S(=O)(=O)NC(CC(=O)NCC2CCCO2)c2ccco2)cc1 (stereo not drawn),0,i,0,i,i,i,i,i,26,i,i
CN(c1ccc(C(=O)NC2CC3CCC2C3)cc1)S(C)(=O)=O (stereo not drawn),-1,i,-13,i,i,i,i,i,4,i,i
O=C(NCc1cccnc1)c1cccc(S(=O)(=O)NCc2ccccc2)c1,3,i,-11,i,i,i,i,i,3,i,i
CCS(=O)(=O)Nc1ccc(C2=NN(C(C)=O)C(c3cccs3)C2)cc1 (stereo not drawn),-61,i,-11,i,i,i,i,i,1,i,i
CCOC(=O)C1CCCc2c1[nH]c1c(C(N)=O)cccc21 (stereo not drawn),-1,i,-6,i,i,i,i,i,30,i,i
CCOc1ccc(Cn2nnc(C(=O)Nc3ccc(OC)cc3OC)c2N)cc1,-14,i,-8,i,i,i,i,i,19,i,i
CCC(=O)N1CCC2(CC1)Oc1ccc(Cl)cc1C(=O)C21CC(c2cccnc2)=NO1 (stereo not drawn),0,i,-6,i,i,i,i,i,-6,i,i
O=C(Cn1cnc2c(nnn2-c2ccccc2)c1=O)N1CCOCC1,8,i,-3,i,i,i,i,i,4,i,i
CCOc1ccc2oc(C(=O)NNC(=O)c3csc(N4CCOCC4)n3)c(C)c2c1,0,i,-13,i,i,i,i,i,-2,i,i
Cc1cnc(C(=O)OC(C)C(=O)Nc2ccccc2-c2ccccc2)cn1 (stereo not drawn),-1,i,-10,i,i,i,i,i,3,i,i
CSCC(=O)NCC1(N(C)Cc2ccccc2)Cc2ccccc2C1,6,i,-5,i,i,i,i,i,-1,i,i
O=C(/C=C/c1ccccc1Cl)c1cccnc1,6,i,-17,i,i,i,i,i,-9,-9.7*,i
Cc1cc(=O)n2nc(N3CCCC3C(=O)NCCCN3CCCCC3)sc2n1 (stereo not drawn),-7,i,-8,i,i,i,i,i,1,i,i
Cc1cc(C)c(C(=O)N(C)C2CCCN(Cc3ccccc3F)C2)o1 (stereo not drawn),nt,i,-8,i,i,i,i,i,0,i,i
CCN1CCN(C(=O)c2cc3cc4cc(OC)ccc4nc3s2)CC1,-3,i,-8,i,i,i,i,i,12,i,i
CCOc1ccc(NC(=O)CCNS(=O)(=O)c2ccc3c(c2)oc(=O)n3C)cc1,4,i,-10,i,i,i,i,i,-2,i,i
CC(C)Cc1nnc(NC(=O)CSc2nc(=O)cc(N)n2-c2ccccc2)s1,4,i,-2,i,i,i,i,i,4,i,i
CCN(C(=O)CSc1nc2ccc(OC)cc2[nH]1)C1CCS(=O)(=O)C1 (stereo not drawn),-1,i,-10,i,i,i,i,i,18,i,i
COc1ccc(N2CC(C(=O)NCCC3=CCCCC3)CC2=O)cc1 (stereo not drawn),3,i,-2,i,i,i,i,i,3,i,i
CCN(c1ccccc1)S(=O)(=O)c1ccc(OC)c(NC(=O)CCc2nc3ccccc3c(=O)[nH]2)c1,2,i,-26,i,i,i,i,i,-3,i,i
Cc1cc(C(=O)CSc2nnc(-c3ccccc3F)o2)c(C)n1Cc1cccs1,4,i,-18,i,i,i,i,i,nt,i,i
Cc1cc(C)c2oc(C(=O)Nc3nnc(C(C)C)s3)cc(=O)c2c1,1,i,-9,i,i,i,i,i,1,i,i
Cc1ccc(S(=O)(=O)NC(=NC(Cc2ccccc2)C(=O)O)c2ccccc2)cc1 (stereo not drawn),-3,i,-9,i,i,i,i,i,1,i,i
CCCC(=O)Nc1ccc(-c2cnc(-c3ccc(NC(=O)CCC)cc3)nc2)cc1,1,i,0,i,i,i,i,i,-9,i,i
O=C(CSCc1c(Cl)cccc1Cl)Nc1nccs1,6,i,2,i,i,i,i,i,0,i,i
CCn1ccc(C(=O)Nc2ccccc2SC)n1,3,i,-12,i,i,i,i,i,1,i,i
Fc1cccc(C[n+]2csc3ccccc32)c1,8,i,-8,i,i,i,i,i,6,i,i
Oc1ccccc1/C=N/c1c(-c2ccco2)nc2ccccn12,-6,i,-17,i,i,i,i,i,9,-9.7*,i
Cc1ccc(N(CC(=O)NC(C)(C)C)C(=O)CCC(=O)Nc2nccs2)c(C)c1,-2,i,-10,i,i,i,i,i,1,i,i

Further compounds follow.
SMILES,HDAC3 inh,KCNK9 block,hERG rescue,TRPC4 act,TMEM16A inh,KCNQ1 pot,TRPC4 PAM,ANO1 activ,Dyrk1A ADPGlo,KCNK3 block,KCNQ1 block
COc1ccc(C(=O)Nc2ccc(N3CCN(C(C)=O)CC3)cc2)cc1[N+](=O)[O-],3,i,-11,i,i,i,i,nt,nt,nt,i
O=C(c1cnn2c(C(F)(F)F)cc(-c3ccc4c(c3)OCO4)nc12)N1CCCC1,-1,i,-9,i,i,i,i,i,-5,i,i
COc1ccc(-c2n[nH]c(=S)n2-c2ccc(C)cc2)cc1,11,i,-3,i,i,i,i,i,-4,i,i
Clc1cccc(-c2sc(Nc3ccccc3)n[n+]2-c2ccccc2)c1Cl,9,i,-28,i,i,i,i,i,1,i,i
Cc1noc(/C=C/N(C)C)c1S(=O)(=O)NC1CCCCC1,4,i,-4,i,i,i,i,i,-2,i,i

Quoted from above for reference:
SMILES,HDAC3 inh,KCNK9 block,hERG rescue,TRPC4 act,TMEM16A inh,KCNQ1 pot,TRPC4 PAM,ANO1 activ,Dyrk1A ADPGlo,KCNK3 block,KCNQ1 block
COc1ccc(S(=O)(=O)NC(CC(=O)NCC2CCCO2)c2ccco2)cc1 (stereo not drawn),0,i,0,i,i,i,i,i,26,i,i
CN(c1ccc(C(=O)NC2CC3CCC2C3)cc1)S(C)(=O)=O (stereo not drawn),-1,i,-13,i,i,i,i,i,4,i,i
O=C(NCc1cccnc1)c1cccc(S(=O)(=O)NCc2ccccc2)c1,3,i,-11,i,i,i,i,i,3,i,i

The list is partial; the hit share may differ from the screen's.
